FXN GAA850 act: FXN promoter activators, primary screen, cell-based, luciferase luminescence, HEK293 lucGAA850 | 0.56% of 360,000 active | activation, % at 6 µM | HEK293 lucGAA850 FXN promoter luciferase reporter, 24 h; percent of 10 µM SAHA response;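 active = activation above the average of all compounds screened plus 3 SD, cutoff fixed separately per campaign, cut at about 7.5% in these data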;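 note: 0% = DMSO wells and 100% = 10 µM SAHA wells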
ssDAF-12 act: S. stercoralis DAF-12 nuclear receptor activators, primary screen, cell-based, luminescence, HEK293, GRIP1 co-expression, lit1-tk-luc. AID 652126, 2013. 1% of 370,000 active. activation, % at 6.8 µM. Nuclear hormone receptor DAF-12 (Strongyloides stercoralis). HEK293 ssDAF-12/GRIP1 lit1-tk-luc reporter; % of 3 µM dafachronic acid response;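 active = activation above the mean over all tested compounds plus 3 SD, cut at about 0.9% in these data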;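 note: 0% = DMSO-only wells and 100% = 3 µM delta7-dafachronic acid wells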
sPLA2-III inh: human group III sPLA2 inhibitors, primary screen, biochemical, QFRET, BODIPY PC-A2 liposome substrate; QFRET BODIPY PC-A2 liposome hydrolysis, fluorescence; inhibition, % at 12.2 µM; AID 743126, 2013; 0.56% of 370,000 active; Group 3 secretory phospholipase A2 (Homo sapiens), Q9NZ20;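 active = inhibition above mean plus 3 SD of compounds lying within the high and low control bounds, cut at about 19% in these data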;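 note: 0% = median of test compound wells and 100% = no enzyme DMSO wells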
NR1D1 modulator: modulators of Rev-erb alpha DNA binding, primary screen, biochemical, FITC-DNA, fluorescence polarization, uHTS | Rev-erbα–FITC-DNA binding, 90 min | activity, % at 10 µM | 0.79% of 370,000 active | AID 1259318, 2017;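 active = activity above about 14%, limit read from the data; passing the limit was not always enough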;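 note: 0% = DMSO wells with 35 nM protein and 100% = DMSO wells with 750 nM protein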
hgDAF12 agonist: H. glycines DAF-12 receptor agonists, primary screen, cell-based, luminescence, HEK293, GAL4 fusion, UAS-luciferase | Nuclear hormone receptor DAF-12 (Heterodera glycines), GAL4 fusion | HEK293 GAL4-hgDAF12 UAS-luciferase reporter, agonist luminescence; normalized to butyrate control | activation, % at 6.8 µM | 1.8% of 370,000 active | AID 687014, 2013;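 active = activation above a cutoff set at the mean of all screened compounds plus 3 SD, cut at about 10% in these data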;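 note: 0% = DMSO wells and 100% = sodium butyrate wells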
PLCb3 inh: human PLC-beta3 inhibitors, primary screen, biochemical, fluorescence | 0.18% of 370,000 active | AID 720704, 2013 | 1-phosphatidylinositol 4,5-bisphosphate phosphodiesterase beta-3 (Homo sapiens), Q01970 | inhibition, % at 12.2 µM | Purified PLC-beta3, fluorogenic substrate; in the data active = inhibition above about 11%;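 note: 0% = median of compound wells on plate and 100% = full blocker control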
Target sequence (Q01970 whole entry, looked up): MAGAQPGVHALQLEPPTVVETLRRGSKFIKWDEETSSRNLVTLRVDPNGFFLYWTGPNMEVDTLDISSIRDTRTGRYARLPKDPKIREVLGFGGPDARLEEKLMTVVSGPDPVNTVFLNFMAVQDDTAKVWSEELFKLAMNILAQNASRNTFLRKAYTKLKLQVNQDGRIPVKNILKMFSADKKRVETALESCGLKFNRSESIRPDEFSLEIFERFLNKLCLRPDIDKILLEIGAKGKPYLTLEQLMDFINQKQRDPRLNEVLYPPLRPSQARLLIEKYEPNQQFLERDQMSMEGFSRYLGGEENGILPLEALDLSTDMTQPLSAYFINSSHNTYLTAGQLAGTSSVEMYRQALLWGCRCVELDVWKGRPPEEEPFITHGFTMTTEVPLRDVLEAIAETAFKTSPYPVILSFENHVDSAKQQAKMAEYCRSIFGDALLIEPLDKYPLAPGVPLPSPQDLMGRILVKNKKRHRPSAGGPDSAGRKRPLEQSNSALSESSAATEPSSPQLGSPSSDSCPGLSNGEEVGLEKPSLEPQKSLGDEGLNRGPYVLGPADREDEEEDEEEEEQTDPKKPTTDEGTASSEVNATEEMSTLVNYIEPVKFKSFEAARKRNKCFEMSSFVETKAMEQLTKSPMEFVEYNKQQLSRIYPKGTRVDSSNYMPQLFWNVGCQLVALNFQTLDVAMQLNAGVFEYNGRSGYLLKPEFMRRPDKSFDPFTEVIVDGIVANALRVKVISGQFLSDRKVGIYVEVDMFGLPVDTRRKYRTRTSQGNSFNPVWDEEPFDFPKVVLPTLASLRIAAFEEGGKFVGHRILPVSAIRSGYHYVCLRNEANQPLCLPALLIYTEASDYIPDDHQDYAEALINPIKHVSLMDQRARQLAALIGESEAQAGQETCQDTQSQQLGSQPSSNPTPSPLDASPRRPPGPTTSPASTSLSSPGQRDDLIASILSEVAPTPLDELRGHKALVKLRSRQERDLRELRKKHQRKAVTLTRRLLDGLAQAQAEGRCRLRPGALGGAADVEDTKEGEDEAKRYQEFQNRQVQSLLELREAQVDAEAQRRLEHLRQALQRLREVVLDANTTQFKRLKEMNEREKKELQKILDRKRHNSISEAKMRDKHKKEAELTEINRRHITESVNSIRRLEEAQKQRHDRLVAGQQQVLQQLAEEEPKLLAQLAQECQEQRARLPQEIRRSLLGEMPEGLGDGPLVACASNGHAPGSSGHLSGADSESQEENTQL
DAX1 inh-1: DAX1 (NR0B1) inhibitors, primary screen, cell-based, HEK293, Gal4-DAX1, luciferase luminescence; Nuclear receptor subfamily 0 group B member 1 (Homo sapiens), P51843; HEK293 Gal4-DAX1 luciferase reporter; inhibition, % at 6.75 µM; 0.99% of 340,000 active; AID 504766, 2011;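 active = inhibition above the mean over all tested compounds plus 3 SD, cut at about 4.2% in these data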;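 note: 0% = DAX1-transfected cells with DMSO and 100% = empty-vector control cells with DMSO; inhibition shows as a rise in luminescence from relieved DAX1 repression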
hcDAF12 agonist: H. contortus DAF-12 nuclear receptor activators, primary screen, cell-based, luminescence, HEK293, lit1-tk-luc reporter. HEK293 hcDAF-12 lit1-tk-luc reporter; 0% DMSO, 100% Δ7-dafachronic acid. activation, % at 6.8 µM. 1.4% of 370,000 active. AID 652067, 2013;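 active = activation above the mean of all tested compounds plus 3 SD, cut at about 5.5% in these data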;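 note: 100% = response to 3 µM Δ7-dafachronic acid high control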
DAX1 inh-2: DAX1 (NR0B1) inhibitors on StAR promoter, primary screen, cell-based, luminescence, SF-1 (NR5A1), full-length DAX-1; AID 652010, 2013; 1.1% of 370,000 active; inhibition, % at 6.8 µM; HEK293T StAR-luciferase reporter, SF-1/DAX-1 repression relief;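 active = inhibition above the mean over all tested compounds plus 3 SD, cut at about 3.6% in these data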;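 note: 0% = DAX-1 cells with DMSO and 100% = cells lacking DAX-1 with DMSO; higher inhibition means more luminescence from relief of DAX-1 repression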
PG9 binder: binders of HIV-1 gp120 antibody PG9, primary screen, biochemical, TR-FRET. HIV-1 gp120 / PG9 antibody interaction. TR-FRET gp120-PG9 antibody binding. inhibition, % at 6.7 µM. 0.43% of 360,000 active; in the data active = inhibition above about 8.5%
SMARCA2 activ: SMARCA2 (BRM) function activators, primary screen, cell-based, luminescence, high throughput; AID 652017, 2013; activation, % at 9.1 µM; MG213 cells, MMTV-luciferase reporter, dexamethasone, overnight; 1% of 370,000 active; in the data active = activation above about 7.8%;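 note: 0% = vehicle wells and 100% = reference activator wells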
Active calls of the source: *; i = inactive; / = not tested or not shown. No enrichment for hits. Share with any hit: about 7%.

SMILES	FXN GAA850 act	ssDAF-12 act	sPLA2-III inh	NR1D1 modulator	hgDAF12 agonist	PLCb3 inh	DAX1 inh-1	hcDAF12 agonist	DAX1 inh-2	PG9 binder	SMARCA2 activ
Cc1ccc(-n2ncc3c2CC(C)(C)CC3NC(=O)CCc2cnn(C)c2)cc1 (configuration not stated)	-2.0	-1.3	12.7	-5.0	-3.3	3.4	-0.2	-1.3	-0.7	-0.9	-3.5
CC1(C(=O)NS(=O)(=O)c2ccc3c(c2)CCO3)CCN1C(=O)CCc1ccc(Cl)cc1Cl (configuration not stated)	0.7	-1.3	-1.6	4.7	-2.6	-7.0	/	-1.1	0.4	-2.8	-4.0
CCCCCCC(O)(CCN1CCCCC1)c1ccccc1 (configuration not stated)	-0.8	-1.3	-11.0	0.2	-1.9	2.9	2.2	-2.3	0.3	0.0	-2.5
CCOc1ccc(CN2CCN(Cc3[nH]c4ccccc4c3C)CC2CCO)cc1 (configuration not stated)	-0.8	-2.0	-39.6	0.7	-1.9	1.4	0.1	0.6	0.2	-3.0	-3.6
S=c1nc(NCc2ccc3c(c2)OCO3)c2ccccc2[nH]1	3.1	-0.7	7.4	13.0	2.0	-5.4	2.4	0.1	-1.0	0.6	1.8
Cc1nc(=O)c(-c2ccccc2)c(C)n1-c1ccccc1C(=O)O	1.8	-0.9	-3.9	-6.2	-0.9	-1.5	0.4	0.4	-0.6	0.1	-0.5
CCOc1ccc(N2CC(C(=O)Nc3nnc(Cc4ccc(OC)c(OC)c4)s3)CC2=O)cc1 (configuration not stated)	-0.2	-1.1	-10.9	-3.1	-1.6	-7.2	0.1	-0.5	0.1	1.4	-2.7
COc1cccc(NC(=O)CN(C)C(=O)CNC(=O)c2sc3ccccc3c2Cl)c1	0.9	-0.6	-30.1	4.4	2.9	-6.3	-0.3	0.6	-0.1	7.0	4.1
COc1ccc(S(=O)(=O)N2CCOC2CNC(=O)C(=O)NCc2ccco2)cc1OC (configuration not stated)	0.8	-1.4	4.4	1.7	2.6	-8.4	0.8	-2.3	0.2	-0.6	-0.2
COc1ccccc1CNC(=O)Cn1cccc1	0.1	-0.6	2.8	-1.7	1.4	4.2	0.3	-2.5	0.5	-2.0	6.1
Cn1c(Cc2ccccc2)nnc1SCC(=O)Nc1ccccc1	-0.1	-2.4	-2.8	-3.5	3.6	0.5	-0.6	0.2	-0.5	-0.3	-2.1
CN(CC(=O)NCc1ccccc1Cl)S(=O)(=O)c1ccc2c(c1)n(C)c(=O)c(=O)n2C	-0.2	-0.8	9.3	-4.8	1.1	-21.2	0.1	5.6*	0.0	-1.6	0.7
Cc1ccccc1S(=O)(=O)N1C[C@H]2CON(C)[C@H]2C[C@H]1c1cccc(N2CCOCC2)c1	-1.8	-0.5	2.5	-4.5	3.5	3.0	-0.3	0.8	0.2	-0.7	-0.5
Cc1ccc(Cl)c(NC(=O)COC(=O)c2ccccc2C(=O)c2ccc(Cl)c([N+](=O)[O-])c2)c1Cl	-8.2	-0.6	-0.9	-0.2	-0.9	3.6	0.9	-1.2	-1.1	-2.4	6.5
CC(C)CC1(C)NC(=O)N(CC(=O)Nc2ccccc2Br)C1=O (configuration not stated)	0.1	-1.2	9.4	-1.6	-2.9	0.8	-2.4	0.1	-0.1	2.0	-6.5
O=C(NC(=S)Nc1cccc(Cl)c1N1CCCCC1)c1cccs1	2.7	0.6	-1.8	12.0	1.7	2.4	0.2	1.0	-0.1	-1.8	1.3
COC(=O)c1cc(C(=O)OCC(=O)N2CCCCC2)cc([N+](=O)[O-])c1	1.5	-1.4	11.2	-0.8	-2.0	-3.6	0.2	-0.6	-0.7	-1.5	-4.0
Fc1ccc(CSc2ccc3nnc(-c4cccs4)n3n2)cc1	3.8	-2.1	-0.2	17.5	-0.8	-4.4	0.9	0.7	0.3	-5.7	5.0
Cc1ccc(C(=O)NCC(=O)OCC(=O)Nc2ccc3[nH]c(=O)[nH]c3c2)cc1	0.5	-0.8	-6.1	-2.2	1.3	-2.1	-0.2	1.4	2.1	-2.7	0.4
CCOc1cc(/C=N/NC(=O)CCn2nnc3ccccc32)ccc1O	-1.0	-1.7	3.2	1.4	0.6	-6.4	-1.3	-1.0	-0.2	-3.6	-3.3
CCOc1ccccc1-c1nc(-c2cc3ccc(C)cc3[nH]c2=O)no1	0.4	-0.8	-6.7	65.7*	-0.2	-13.6	-0.2	-1.2	0.4	17.5*	-2.0
O=C(c1ccc(Cl)cc1)c1cnc(Nc2ccccc2)s1	3.2	-1.1	-0.9	-2.5	0.9	-17.4	1.4	2.8	0.7	0.5	5.7
O=C(CSc1nc(NS(=O)(=O)c2ccccc2)cc(=O)[nH]1)Nc1ccc(Cl)cc1	-1.4	-1.6	-6.1	-0.1	-1.1	-3.8	-1.2	-1.0	0.0	2.5	-3.0
Cc1cc(C(=O)NCc2csc(-c3ccccc3)n2)no1	2.9	-0.6	-2.0	0.1	3.0	-6.5	1.2	0.6	1.8	-1.7	5.2
NC(=S)Nn1c(CCC(=O)O)ccc1-c1ccccc1	-0.7	-1.2	0.2	-1.5	0.5	-0.9	0.5	-0.5	-0.5	0.1	3.2
SMILES	FXN GAA850 act	ssDAF-12 act	sPLA2-III inh	NR1D1 modulator	hgDAF12 agonist	PLCb3 inh	DAX1 inh-1	hcDAF12 agonist	DAX1 inh-2	PG9 binder	SMARCA2 activ
NNC(=S)Nc1ccccc1Cl	-5.2	-1.7	-3.3	-6.9	1.1	-4.9	1.4	-1.2	0.3	-1.9	-1.2
CC(C)(C)NC(=O)NC(=O)CN1CCN(C(c2ccccc2)c2ccccc2)CC1	5.7	-1.2	5.8	-1.0	-1.0	-1.5	-0.1	-0.7	0.5	1.0	0.5
CC(=O)N(C)C1(c2nnnn2CCOC(=O)Nc2cccc3ccccc23)CCCC1	-1.1	-1.1	-6.1	4.4	0.7	1.1	1.7	0.3	0.0	-0.8	-1.9
Cc1cccc(NC(=S)NNC(=O)c2ccco2)c1	-0.7	-1.7	16.7	-7.3	2.1	2.0	1.2	-1.3	0.0	-1.1	5.1
CCOC(=O)c1cc(C)sc1NC(=O)CSc1nnnn1C	1.7	-1.3	-20.6	-0.6	-2.2	-2.3	0.2	-0.9	0.8	2.9	-2.4
CC1(C)C2([N+](=O)[O-])CN(CCO)CC1([N+](=O)[O-])CN(CCO)C2	3.7	-0.9	1.3	-0.6	-2.5	1.0	-0.1	0.4	0.3	0.2	-3.2
O=C(NC1CC1)C1=C[C@@H](c2ccc3c(c2)OCO3)C[C@@H](OCc2ccc(CO)cc2)O1	-0.8	-1.3	-7.3	-0.7	0.6	-7.1	1.6	-1.1	0.7	-3.0	0.5
O=C(Nc1nc(-c2cc(Cl)sc2Cl)cs1)c1ccccc1	-1.0	-1.5	-2.4	5.2	4.4	-5.4	1.4	-2.5	-0.5	1.3	1.5
Cc1ccc(Sc2ccc(NC(=O)CCl)cc2)c(C)c1	/	-1.7	-6.5	0.1	0.0	1.4	/	-2.0	-2.2	-1.6	-4.4
CCc1ccc(Nc2n[n+](-c3ccccc3)c(-c3c(Cl)cccc3Cl)s2)cc1	-1.0	-2.5	9.7	4.8	-4.8	6.5	-0.4	-4.0	-2.1	0.4	-6.1
COc1ccccc1-c1nnc(-c2ccc(N3CCOCC3)cc2)o1	6.3	-0.8	-0.2	-3.9	8.0	i	0.7	0.1	-0.2	-0.1	2.3
COc1cccc(C(=O)NCC(c2cccs2)N2CCc3ccccc32)c1 (configuration not stated)	-3.3	-1.6	0.9	-1.1	-1.6	-0.7	-0.8	-0.8	-0.5	-4.9	-0.9
N#Cc1ccsc1NC(=O)CN1CCCCCC1	1.6	-0.6	10.2	-1.4	3.7	-7.5	-0.8	0.5	-0.1	0.0	-1.8
Cc1nc2ccc(Br)cn2c1NC(C)(C)C	-0.2	-1.2	-1.0	1.6	1.2	-0.7	1.2	0.5	-0.4	0.9	-0.1
CCOc1ccc(NC(=O)c2cccc3ccccc23)cc1	-2.7	-1.8	-4.3	-5.3	10.2	-5.2	-1.1	-0.6	-0.6	0.3	1.1
Cc1c(C(=O)NCCN(C)C)oc2ccc(S(=O)(=O)N3CCCC3)cc12	0.6	-0.9	-1.4	12.0	2.1	-1.6	-1.4	2.4	0.4	-0.7	-1.6
Cc1ccc(CCC(=O)Nc2nccs2)o1	2.2	-1.7	-8.9	4.1	0.1	-1.8	-1.0	-1.0	0.2	0.5	3.5
COc1ccc(S(=O)(=O)n2nc(OC(=O)c3ccc(C)cc3)cc2N)cc1	-0.8	-1.0	-17.8	-1.3	0.2	-3.1	1.0	-1.9	-1.0	-0.6	3.7
Cc1cc(NC(=O)COC(=O)c2ccc(NS(=O)(=O)c3ccc(C)c(C)c3)cc2)no1	-0.4	-1.8	-27.6	2.9	-0.1	3.5	1.9	-1.0	-0.6	-0.7	-4.3
O=C(O)c1nccnc1C(=O)Nc1ccc(S(=O)(=O)N2CCOCC2)cc1	-0.8	1.8*	7.5	-0.8	-2.8	-5.3	0.9	-0.5	-0.3	0.2	-0.7
COC(=O)c1sccc1NC(=O)/C=C/c1ccc(Cl)cc1	4.0	-0.2	6.5	-0.6	5.3	0.0	-0.2	2.7	0.0	2.3	3.4
Cc1ccc(NC(=O)c2ncn(CCCNCCCc3ccccc3)n2)cc1C	-0.9	-0.8	-17.7	3.6	4.0	4.0	1.1	2.2	2.1	-1.6	3.3
Cc1cc(C(=O)CSc2nnc(N)s2)c(C)n1CCc1ccc(Cl)cc1	-0.9	-1.0	-7.9	-1.7	1.5	-0.1	-0.3	-0.5	-0.8	1.2	-1.2

Bioassay records as filed in PubChem BioAssay.
